14-3-3 Bad PPI – inhibitors of 14-3-3 zeta/Bad binding, primary screen, biochemical, TR-FRET, bovine 14-3-3 zeta; 14-3-3 protein zeta/delta (Bos taurus), P63103; TR-FRET 14-3-3zeta/Dy647-pBad peptide displacement, 1 h; inhibition, % at 21.7 µM; 220,000 tested, 0.71% active; AID 781, 2007;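 active means inhibition above about 70%, limit read from the data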;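 further: 0% = full 14-3-3 plus peptide FRET controls and 100% = background without 14-3-3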
Target sequence (P63103 whole entry, looked up): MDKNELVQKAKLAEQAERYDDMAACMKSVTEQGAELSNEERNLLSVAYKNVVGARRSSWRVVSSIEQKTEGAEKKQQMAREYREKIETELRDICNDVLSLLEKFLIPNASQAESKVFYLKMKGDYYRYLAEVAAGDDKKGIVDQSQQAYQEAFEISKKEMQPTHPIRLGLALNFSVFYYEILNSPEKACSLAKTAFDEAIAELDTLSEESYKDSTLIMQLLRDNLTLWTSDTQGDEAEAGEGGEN
PGE2 EP2 inh – human EP2 receptor antagonists, primary screen, TR-FRET cAMP, C6 glioma cells; Prostaglandin E2 receptor EP2 subtype (Homo sapiens), P43116; C6 glioma cells expressing human EP2; cells stimulated with saturating PGE2; inhibition, % at 25 µM; 260,000 tested, 0.52% active;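 active means percent inhibition above 40 after rounding to a whole number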;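 further: rat C6 glioma host cells with rolipram phosphodiesterase inhibitor present; the protocol text gives 20 µM as final concentration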
Target sequence (P43116 whole entry, looked up): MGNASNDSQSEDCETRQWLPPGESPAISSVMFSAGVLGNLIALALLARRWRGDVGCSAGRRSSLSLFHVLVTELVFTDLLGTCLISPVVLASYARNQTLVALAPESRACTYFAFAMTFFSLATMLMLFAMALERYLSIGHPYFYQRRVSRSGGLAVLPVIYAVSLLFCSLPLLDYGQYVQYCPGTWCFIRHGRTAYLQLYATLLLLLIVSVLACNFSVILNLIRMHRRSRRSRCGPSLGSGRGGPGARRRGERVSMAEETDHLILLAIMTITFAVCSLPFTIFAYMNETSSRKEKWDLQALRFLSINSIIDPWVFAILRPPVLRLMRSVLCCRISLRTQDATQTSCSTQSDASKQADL
Calpain2 inh – inhibitors of pig calpain II, primary screen, biochemical, fluorogenic peptide substrate, 1536-well. purified calpain II, 30 min. inhibition, % at 16 µM. 220,000 tested, 0.37% active. AID 1236, 2008;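 active means inhibition above about 50%, limit read from the data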
EP2 modulator – EP2 receptor modulators, cAMP readout, primary screen, cell-based, HTRF cAMP, PGE2 stimulation | induction, % at 25 µM | Prostaglandin E2 receptor EP2 subtype (Homo sapiens), P43116 | EP2-expressing cells, cAMP HTRF FRET, PGE2 co-stimulation | AID 940, 2007 | 260,000 tested, 0.83% active;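 active means compounds whose cAMP rise, as percent of the full-agonist control response, exceeds 60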;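 further: rat C6 glioma line stably carrying human EP2 under a CMV promoter; the protocol text gives 20 µM as final concentration; 100% = response of wells given 1 µM PGE2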
Rad51 HR inh – human RAD51 strand exchange inhibitors, primary screen, biochemical, fluorescence. hRad51 DNA strand exchange, fluorescence dequenching. inhibition, % at 10 µM. 200,000 tested, 0.085% active;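 active means inhibition above 40% at the single screening dose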;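 further: 0% = DMSO control wells and 100% = blanks with heterologous ssDNA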
Target sequence (Q06609 whole entry, looked up): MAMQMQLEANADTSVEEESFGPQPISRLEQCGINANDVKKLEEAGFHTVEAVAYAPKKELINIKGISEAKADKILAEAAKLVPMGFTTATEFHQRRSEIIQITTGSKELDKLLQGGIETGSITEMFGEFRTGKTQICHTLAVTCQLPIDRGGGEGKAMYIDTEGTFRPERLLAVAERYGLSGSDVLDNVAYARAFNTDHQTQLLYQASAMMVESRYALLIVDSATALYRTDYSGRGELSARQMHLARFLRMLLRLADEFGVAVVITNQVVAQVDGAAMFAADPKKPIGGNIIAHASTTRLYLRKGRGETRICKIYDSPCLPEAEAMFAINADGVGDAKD
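material = hRad51 filaments on single-stranded DNA | reagent = Donor/quencher-labelled 47-bp dsDNA substrate | compound = 10 µM final, single point | schedule = strand-exchange reaction 15 min at room temperature | measured by = fluorescein emission 520 nm, excitation 485 nm | read-out basis = % inhibition versus plate control and blank means | benchmarks = plate controls and plate blanks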
Tb hexokinase – Trypanosoma brucei hexokinase 1 inhibitors, primary screen, biochemical, G6PDH-coupled NADH absorbance, MLSCN library; hexokinase 1 [Trypanosoma brucei]; recombinant TbHK1, G6PDH-coupled NADH A340; inhibition, % at 10 µM; 220,000 tested, 0.11% active; AID 1430, 2008;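 active means inhibition of 50% or more in the single-dose primary screen; inactive means inhibition below 50%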
zVAD death inh – inhibitors of zVAD-triggered necroptosis, primary screen, L929 cells. L929 zVAD necroptosis rescue, ATP luminescence, 24 h; with zVAD 60 µM. viability rescue, % at 10 µM. 220,000 tested, 0.38% active;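 active means activation, scaled between plate controls, above about 75%, limit read from the data; inactive means activation under that limit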;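 further: 0% = zVAD with DMSO and 100% = DMSO alone without zVAD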
Hck-Nef inh – inhibitors of Nef-activated human Hck kinase, primary screen, biochemical, Z-Lyte FRET, 384-well, Hck-YEEI. Recombinant Hck-YEEI plus Nef, Z-Lyte FRET kinase assay. inhibition, % at 20 µM. 220,000 tested, 0.68% active. AID 463187, 2010;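 active means Hck-Nef kinase inhibition above about 50%, limit read from the data; inactive means inhibition below that limit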;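 further: 0% = DMSO with Hck plus Nef and 100% = Hck alone without Nef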
eIF4E 4G PPI – eIF4E–eIF4G protein interaction inhibitors, primary screen, biochemical, uHTS, TR-FRET, eIF4GI fragment. Eukaryotic translation initiation factor 4E (Mus musculus) + Eukaryotic translation …. TR-FRET eIF4E-eIF4GI(517-606) binding, 2 h. inhibition, % at 21.7 µM. 220,000 tested, 0.37% active. AID 782, 2007;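 active means inhibition above about 30%, limit read from the data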;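 further: 0% = full FRET control wells and 100% = background wells lacking eIF4GI fragment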
Starred values were filed as active, the others as inactive; i = inactive; nt = not tested or not shown; & = joins results of further samples; [ ] = another dose, or the depositor's remark.

#1 Cc1ccc(NC(=O)Nc2ccc(F)cc2)nc1
#2 COc1ccc(OCC(=O)Nc2ccc(N3CCOCC3)c(Cl)c2)cc1
#3 O=C(Nc1ccc2c(c1)nc1n2CCOC1)c1ccco1
#4 Cc1ccc(S(=O)(=O)[N-]c2nc3ccccc3nc2-n2cc[n+](CCC(C)C)c2)cc1
#5 Cc1nnsc1SCCNC(=O)c1ccc(F)cc1
#6 O=C(O)CSCCc1ccccn1
#7 COCCn1c(=O)[nH]c(=O)c2c1nc(-c1cc(Br)c3c(c1)OCO3)n2Cc1ccccc1
#8 O=C(CCCSc1nc2ccccc2[nH]1)NCc1ccccc1
#9 O=C(c1cccnc1)N1CCN(Cc2ccccc2Br)CC1
#10 O=C1/C(=C\c2ccc(O)cc2)SC(=S)N1/N=C/c1ccc(O)cc1

compound no.,1,2,3,4,5,6,7,8,9,10
14-3-3 Bad PPI,5,2,0,5,9[fluorescence artefact?],6,-9,-17,31,15
PGE2 EP2 inh,16,14,6,11,13,10,0,14,0,16
Calpain2 inh,-10,14,-31,-160,-6,-4,-46,3,-20,-43
EP2 modulator,2,-1,-9,23,0,29,54,-2,2,-34
Rad51 HR inh,6,3,6,5,-14,-1,3,4,3,-212
Tb hexokinase,8,0,-10,-14,-2,2,-2,-7,26,-27
zVAD death inh,3.6,0.9,1.1,0.1,-0.1,-0.3,-0.3,0.1,0.0,1.1
Hck-Nef inh,9,-1,1,17,1,2,6,1,-16,5
eIF4E 4G PPI,5,18,-3,-3,-4,-3,1,0,0[fluorescence artefact?],0

#11 Cc1cccn2c(=O)c3cc(C#N)c(=N)n(CCCN4CCOCC4)c3nc12
#12 NS(=O)(=O)c1ccc(NN=C2CCN(Cc3ccccc3)CC2)c([N+](=O)[O-])c1
#13 Cc1cccn2c(CN(C)CC3Cc4ccccc4O3)c(C(=O)N3CCCCC3)nc12 (stereo not given)
#14 CC(C)(C)c1ccc(C(=O)NCC(=O)OCc2ccc([N+](=O)[O-])cc2)cc1
#15 O=C(Cn1cnc2c(nnn2-c2ccc(F)cc2)c1=O)NCc1ccco1
#16 Cc1ccc(Nc2nc(Cl)nc(N(C)C#N)n2)cc1
#17 COc1ccc(CNC(=O)C2CCN(c3nc(OC)nc(OC)n3)CC2)cc1
#18 CC(C)(C)C(=O)Nc1nc2ccc(S(C)(=O)=O)cc2s1
#19 CC(=O)Nc1ccc(NC(=O)COc2ccccc2C(=O)Nc2cccc(Cl)c2Cl)cc1
#20 O=C(CNC(=O)Cc1ccccc1)NCC(=O)OCC(=O)c1ccccc1Cl

compound no.,11,12,13,14,15,16,17,18,19,20
14-3-3 Bad PPI,nt,-12,-4,6,-2,1,11,-2,19,11
PGE2 EP2 inh,7,10,6,9,7,12,4,7&5,6,7
Calpain2 inh,nt,1,14,25,-21,2,14,5,2,-5
EP2 modulator,nt,-41,-2,9,24,18,-6,0&0,20,6
Rad51 HR inh,-4,2,nt,0,nt,4,-11,-1,3,5
Tb hexokinase,-13,-3,-2,-3,2,-1,0,0,-5,0
zVAD death inh,0.0,1.5,-1.0,0.8,1.3,-0.4,-0.3,32,1.6,0.4
Hck-Nef inh,25,44,-5,1,0,1,2,-1,1,1
eIF4E 4G PPI,nt,2,0,-5,-10,0,7,-1,5,-3[fluorescence artefact?]

#21 CCC(=O)c1ccc(N2CCN(C(=O)c3ccc(Br)cc3)CC2)c(F)c1
#22 N#C/C(=C(/O)c1ccccc1F)c1nc2cc(C(F)(F)F)ccc2s1
#23 CCOC(=O)c1c(C)[nH]c(C(=O)N2CCCC(C(=O)c3ccccc3OC)C2)c1C (stereo not given)
#24 CCOC(=O)C(C)CC(C)C(=O)N1CCOCCN(C(=O)C(C)CC(C)C(=O)OCC)CCOCC1 (stereo not given)
#25 O=C(O)c1cc(-c2ccc(/C=C3\NC(=O)N(c4ccccc4)C3=O)o2)ccc1Cl
#26 O=C(CNCCO)Nc1ccc(F)c(Cl)c1
#27 C=CCn1c(N)c(C(=O)OC(C)(C)C)c2nc3ccccc3nc21
#28 Cc1ccc(C)n1-n1cnc2sc3c(c2c1=O)CCCCC3
#29 Cc1ccccc1Nc1nnc(SCC(=O)NC2CCCc3ccccc32)s1 (stereo not given)
#30 COc1cccc(NC(C)(C)c2nnnn2-c2c(C)cccc2C)c1

compound no.,21,22,23,24,25,26,27,28,29,30
14-3-3 Bad PPI,-5,-5,-2,8[fluorescence artefact?],8,-11,nt,nt,-1,17
PGE2 EP2 inh,12,3,6,10,7,7,nt,14,3,10
Calpain2 inh,27,2,0,-22,-11,-27,i,26,21,24
EP2 modulator,-11,-13,12,30,-21,-6,-15,48,-4,9
Rad51 HR inh,1,nt,nt,0,1,3,nt,5,5,-10
Tb hexokinase,29,-11,-6,-4,-12,-2,-15,0,0,-1
zVAD death inh,-0.1,1.4,0.9,-0.3,1.6,1.7,0.1,0.5,2.4,-1.2
Hck-Nef inh,3,11,11,2,-6,10,41,-15,0,-16
eIF4E 4G PPI,-7,5,-2,2,1,-2,nt,nt,0[fluorescence artefact?],-2

#31 CCOC(=O)c1ccc(NC(=O)CSc2nnc(CCc3ccc(C)o3)n2-c2ccccc2)cc1
#32 C=C(C)[C@@H]1CCC2(C(=O)O)CC[C@]3(C)[C@H](CC[C@@H]4[C@@]5(C)CCC(=O)C(C)(C)[C@@H]5CC[C@]43C)[C@@H]12 (stereo not given in full)
#33 Cc1ccc(C(C)C)c(OCc2ccc(-c3nnco3)cc2)c1
#34 COc1ccccc1NC(=S)N1CC(C)OC(C)C1 (stereo not given)
#35 C/C=C/c1ccc(OCC(O)CN2CCCCC2CC)c(OC)c1 (stereo not given)
#36 O=C(N=Nc1c(O)[nH]c2ccc(F)cc12)C1COc2ccccc2O1 (stereo not given)
#37 COC(=O)c1cc(Cl)c(NC(=O)C(C)C)cc1OC
#38 CCOC(=O)c1c(C)nc(C)c(C(=O)OCC)c1-c1ccco1
#39 COc1ccccc1CNC(=O)CSc1ccc(-c2cccs2)nn1
#40 O=C1C(=O)N(O)C2CCCCC2N1O (stereo not given)

compound no.,31,32,33,34,35,36,37,38,39,40
14-3-3 Bad PPI,3[fluorescence artefact?],-6[fluorescence artefact?],9,-6,12,-2,7,5,11,-11
PGE2 EP2 inh,-1,6,16,2,4,6,7,8,5,3
Calpain2 inh,-16,-51,-10,2,-9,-17,-18,1,-12,1
EP2 modulator,30,16,66*,-13,-5,-28,5,-5,3,21
Rad51 HR inh,-7,-7,4,-9,5,18,21,6,-1,3
Tb hexokinase,-6,27,-1,1,1,-13,1,3,-9,1
zVAD death inh,0.0,12,10,0.8,-0.1,0.3,0.9,0.8,1.2,1.3
Hck-Nef inh,3,11,1,12,23,16,-1,19,19,-2
eIF4E 4G PPI,-27[fluorescence artefact?],-2,-4,2,-2,3,1,0,-3,4

#41 Cc1ncc(C[n+]2csc(CCOC(=O)CC34CC5CC(CC(C5)C3)C4)c2C)c(N)n1
#42 Cc1nc2c(-c3ccc(F)cc3)c(C)nn2c(C)c1CCC(=O)Nc1ccccc1F
#43 COc1ccccc1C(=O)/C=C/c1ccc(N2CCCCC2)c([N+](=O)[O-])c1
#44 CCOc1ccc(N(CC(=O)NC2CCCC2)S(=O)(=O)c2c(C)noc2C)cc1
#45 O=C(c1ccc(C(F)(F)F)cc1)n1ccc(-c2cccs2)n1
#46 Cc1nc2ccccn2c1C(=O)OCC#N
#47 O=C(NCCc1ccccc1)c1cnn2c(C(F)F)cc(C3CC3)nc12
#48 C=CCc1ccccc1OCCCCN1CCCC1
#49 Cc1ccc(F)c([C@H]2C3C=CCC(c4ccccc4)C3C(=O)N2Cc2ccccc2)c1 (stereo not given in full)
#50 O=C(Cc1c(F)cccc1Cl)N1CCN(C(=O)c2ccco2)CC1

compound no.,41,42,43,44,45,46,47,48,49,50
14-3-3 Bad PPI,-16,18,-7[fluorescence artefact?],-3[fluorescence artefact?],0,-8,2,79*,-2,-5
PGE2 EP2 inh,11,4,3,9,9,5,11,8,10,4
Calpain2 inh,12,-8,0,11,-12,-8,-64,-8,2,-30
EP2 modulator,-11,16,19,12,-6,20,41,-107,43,29
Rad51 HR inh,-3,-2,5,3,9,-79,-6,-1,-10,2
Tb hexokinase,1,-22,-1,-8,-9,-5,1,4,2,-7
zVAD death inh,-0.4,0.0,-0.8,0.2,1.9,2.0,-0.6,0.2,2.2,-0.4
Hck-Nef inh,1,26,0,0,8,-9,14,0,24,-6
eIF4E 4G PPI,-9,0,-3,2[fluorescence artefact?],-2,1,2,11,-1,-2

EP2 modulator, what is marked active above
item	Structure	14-3-3 Bad PPI	Calpain2 inh	EP2 modulator	Rad51 HR inh	Tb hexokinase	Hck-Nef inh	eIF4E 4G PPI
33	Cc1ccc(C(C)C)c(OCc2ccc(-c3nnco3)cc2)c1	9	-10	66*	4	-1	1	-4

Carrying on.
#51 Cn1c(Cn2c(=O)sc3ccccc32)nnc1SCC(=O)NCc1ccc(F)cc1
#52 N#CCSc1nc2ccccc2c(=O)n1CCC(=O)NCCc1ccccc1
#53 CCC(C)(C(=O)NC1CCCCC1)N(C(=O)C1CCC(=O)N1)c1ccccc1 (stereo not given)
#54 COc1cc(Cl)c(C)cc1NC(=O)COc1cc(C)nc(C(C)C)n1

compound no.,51,52,53,54
14-3-3 Bad PPI,-5,-1,-11,10[fluorescence artefact?]
PGE2 EP2 inh,8,3,7,2
Calpain2 inh,15,-30,-37,25
EP2 modulator,-12,-22,67*,-9
Rad51 HR inh,10,-4,1,3
Tb hexokinase,1,6,-2,2
zVAD death inh,0.3,1.1,1.6,2.7
Hck-Nef inh,-5,6,1,2
eIF4E 4G PPI,-3,-1,-5,1

By substructure: the compounds so far with two or more sulfur atoms (6)
#5 Cc1nnsc1SCCNC(=O)c1ccc(F)cc1
#10 O=C1/C(=C\c2ccc(O)cc2)SC(=S)N1/N=C/c1ccc(O)cc1
#18 CC(C)(C)C(=O)Nc1nc2ccc(S(C)(=O)=O)cc2s1
#29 Cc1ccccc1Nc1nnc(SCC(=O)NC2CCCc3ccccc32)s1 (stereo not given)
#39 COc1ccccc1CNC(=O)CSc1ccc(-c2cccs2)nn1
#51 Cn1c(Cn2c(=O)sc3ccccc32)nnc1SCC(=O)NCc1ccc(F)cc1

compound no.,5,10,18,29,39,51
14-3-3 Bad PPI,9[fluorescence artefact?],15,-2,-1,11,-5
PGE2 EP2 inh,13,16,7&5,3,5,8
Calpain2 inh,-6,-43,5,21,-12,15
EP2 modulator,0,-34,0&0,-4,3,-12
Rad51 HR inh,-14,-212,-1,5,-1,10
Tb hexokinase,-2,-27,0,0,-9,1
zVAD death inh,-0.1,1.1,32,2.4,1.2,0.3
Hck-Nef inh,1,5,-1,0,19,-5
eIF4E 4G PPI,-4,0,-1,0[fluorescence artefact?],-3,-3

Bioassay records: PubChem, several laboratories

A portion of the library (hit frequency here may not be typical).
